Compound activity from PubChem BioAssay.
C8 TRAIL sens: sensitizes caspase-8 expressing cells to TRAIL. NB7+C8 cells + TRAIL, ATPlite viability luminescence. 1% of 360,000 active. inhibition (viability loss, TRAIL sensitization), % at 10 µM;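 active means compounds causing at least 50% loss of cell viability in the single-dose screen, relative to plate controls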
TRPM1 prom inh: MITF TRPM1 promoter inhibition in SK-MEL-5 cells; inhibition, % at 12.5 µM; 0.83% of 330,000 active; SK-MEL-5 TRPM1 promoter luciferase, 24 h; AID 488899;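 active means mean inhibition across replicates of 60% or more, whatever share of single replicates reaches that level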; further: values of inactives mirror those of a sister screen read the other way
CF NFkB inh: cystic fibrosis NF-kB activation inhibition | 0.86% of 360,000 active | inhibition, % at 5 µM | KKLEB NF-kB-GFP reporter, PAF-induced, GFP fluorescence overnight;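 active means at least 50% inhibition at 5 µM, scaled per plate between neutral and stimulator controls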;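 further: PAF is a Pseudomonas aeruginosa culture filtrate used as stimulus; plate controls were PAF-stimulated DMSO wells for no effect and unstimulated DMSO wells for full effect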
iPSC survival up: enhancers of human iPSC single-cell survival; hiPSC single-cell survival, ATPlite luminescence; 100% = ROCK inhibitor wells, 0% = DMSO; survival enhancement, % at 20 µM; 0.044% of 360,000 active; in the data active means survival enhancement above about 18%;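 further: cells exposed to compounds for 16 hours before the ATP read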
KKLEB tox: counter-screen for CF NF-kB inhibitors: cytotoxicity; KKLEB CF airway cells viability, ATPlite luminescence, overnight; stronger effect = lower value; cells stimulated with P. aeruginosa culture filtrate; activity change (cytotoxicity), % at 5 µM; 0.36% of 360,000 active;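 active means corrected activity change at or below -50% at 5 µM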
Peg3 prom inh: Peg3 promoter activity inhibition | HeLa PEG-Prom luciferase reporter, luminescence, overnight | inhibition, % at 20 µM | 1.7% of 360,000 active;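 active means inhibition of at least 50% at 20 µM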
NR2E3 ag-1: activates human photoreceptor nuclear receptor NR2E3 | 0.12% of 320,000 active | AID 2300 | GST-NR2E3/biotin-RetCOR TR-FRET, 1536-well | Q9Y5X4 | inhibition of corepressor binding, % at 4.78 µM;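 active means percent inhibition above the cutoff of mean plus 3 SD of all tested compounds, set per screening campaign, cut at about 20% in these data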;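 further: 0% = DMSO wells and 100% = biotin wells as full block of FRET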
Target sequence (Q9Y5X4 whole entry, looked up): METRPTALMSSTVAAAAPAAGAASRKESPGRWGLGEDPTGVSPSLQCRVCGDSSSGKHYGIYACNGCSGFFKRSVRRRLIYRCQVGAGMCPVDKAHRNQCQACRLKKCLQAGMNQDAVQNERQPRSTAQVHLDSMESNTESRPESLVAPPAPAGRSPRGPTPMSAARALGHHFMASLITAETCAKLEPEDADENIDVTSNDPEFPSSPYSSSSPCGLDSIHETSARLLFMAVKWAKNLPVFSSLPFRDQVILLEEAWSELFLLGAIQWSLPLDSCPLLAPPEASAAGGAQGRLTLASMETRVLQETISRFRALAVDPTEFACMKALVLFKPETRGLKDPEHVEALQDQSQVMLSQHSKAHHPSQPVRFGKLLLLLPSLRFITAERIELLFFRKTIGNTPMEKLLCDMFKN
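Material: NR2E3–RetCOR corepressor complex | Quantity: 1.35 nM GST-tagged NR2E3 final | Schedule: 5 h at 4 °C | Replication: Singlicate compound wells | Reagent: RetCOR corepressor, biotinylated, 7 nM | Controls: Biotin wells as high control, 0.6% DMSO wells as low control | Signal: TR-FRET, Eu(K)-anti-GST donor, streptavidin-D2 acceptor, ex 340, em 617/671 nm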
HIF-2a inh: HIF-2a inhibition; 786-0 RCC cells HIF-2a reporter, luciferase luminescence, overnight; inhibition, % at 18.8 µM; 0.72% of 360,000 active;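 active means inhibition of the luminescence signal of 40% or more relative to plate controls, in a single-dose primary screen at 18.75 µM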
Shn3 inh set2: inhibitors of Schnurri-3 3'UTR reporter in osteoblasts. inhibition, % at 12.5 µM. 0.52% of 360,000 active. Clone20 osteoblast Shn3 3'UTR firefly luciferase, 24 h. AID 588674;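 active means mean inhibition of at least 75% with every replicate also reaching 75%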;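 further: 0% = median of neutral control wells and 100% = pilot-screen positive control compound; some compounds past the cut are filed as inactive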
NR2E3 ag-2: activates human NR2E3 receptor | Q9Y5X4 | CHO-S Gal4-NCOR/VP16-NR2E3 two-hybrid, luciferase | AID 602229 | inhibition of corepressor binding, % at 3.98 µM | 0.35% of 360,000 active;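 active means inhibition above the mean of all tested compounds plus 3 SD, cut at about 70% in these data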;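 further: 0% = DMSO with NR2E3 transfected cells and 100% = cells lacking NR2E3 construct; higher means lower luciferase signal from less NR2E3 corepressor binding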
LMP1 NFkB inh: Epstein-Barr LMP1 NF-kappaB reporter inhibition; LMP1-induced NF-kappaB luciferase reporter cells, luminescence; inhibition, % at 12.5 µM; 0.69% of 350,000 active; in the data active means inhibition above about 41%;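 further: 0% = neutral control wells and 100% = reference inhibitor control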
* = called active by the depositor; . = no result given; & = joins results of further samples.

The line under a structure holds: TRPM1 prom inh, iPSC survival up, KKLEB tox, Peg3 prom inh, HIF-2a inh, NR2E3 ag-2, LMP1 NFkB inh, C8 TRAIL sens, Shn3 inh set2, CF NFkB inh, NR2E3 ag-1
[1] CCN(CC)C(=O)[C@H]1CC(CC(=O)NCCc2ccccn2)C(=O)N2CCc3c([nH]c4ccccc34)[C@]12C (some centres not stated)
  -10, 1.9, 5, 3, -7, -27, -1, -12, -17, 4, .
[2] Cc1nnc(Cn2cnc3c2c(=O)n(C)c(=O)n3C)o1
  0, 0.0, 2, 9, 3, -19, -11, -6, 0, 3, 3
[3] Cc1cc(C(=O)NNC(=O)c2cccs2)nn1C(C)(C)C
  -4, -0.4, -11, -23, -39, -1, 0, 8, -10, -26, 6
[4] CCOc1ccc(CCNC(=O)COC(=O)c2ccc(C)c(S(=O)(=O)N3CCOCC3)c2)cc1OCC
  ., -2.1, 15, 2, 0, -15, -3, -14, -19, -24, .
[5] C=CCOc1c(CNn2cn[nH]c2=S)cccc1OC
  16, -0.8, 3, 7, 17, 2, -5, -12, 8, -19, -3
[6] COC(=O)[C@H](CC(C)C)NC(=O)N1CCCCC1C (some centres not stated)
  3, -0.2, 5, 14, 11, -4, -9, -11, 6, -23, -1
[7] Fc1cc(Br)ccc1NC(=S)Nc1ccccc1
  -77, -0.8, 5, -215, -161, -27, -11, 17, -7, 6, 3
[8] Cc1ccccc1OCC(O)Cn1c(=N)n(CCN2CCOCC2)c2ccccc21 (configuration not stated)
  -2, 1.0&-1.2, 2&-3, 2&-1, -6&5, -6&-34, 16&15, 18&-1, 19&18, -26&-18, 1&0
[9] CCn1c(=O)n(CC(=O)NCC2CCCO2)c(=O)c2c3c(sc21)CCCC3 (configuration not stated)
  6, 0.7, 12, 2, 11, -14, -2, -11, -2, -13, 1
[10] Cc1ccc2[nH]cc(CCNC(=O)/C=C/c3ccco3)c2c1
  9, -0.3, 4, -25, -10, -26, -4, 11, -10, -2, -1

Continued:
The line under a structure holds: TRPM1 prom inh, iPSC survival up, KKLEB tox, Peg3 prom inh, HIF-2a inh, NR2E3 ag-2, LMP1 NFkB inh, C8 TRAIL sens, Shn3 inh set2, CF NFkB inh, NR2E3 ag-1
[11] NC(=O)COC(=O)c1cccc(S(=O)(=O)N2CCCc3ccccc32)c1
  13, -0.4, 8, 8, 19, 2, -4, -7, 73, 3, 2
[12] CCOc1ccc(OCCCC(=O)N(C)CC(=O)Nc2ccc(N3CCOCC3)cc2)cc1
  -9, -0.1, 1, -8, -1, 3, -3, -14, -7, 7, -2
[13] Cc1cc(C(=O)CCC(=O)NCC2COc3ccccc3O2)c(C)s1 (configuration not stated)
  10, 0.0, -8, 3, 10, 9, -3, -29, -6, 18, -3
[14] Cc1c(C(=O)OCC(=O)N(C)c2ccccc2)oc2ccccc12
  -53, 0.2, 4, -139, -192, -1, -11, 14, -17, -18, -4
[15] O=C(Cn1ccc([N+](=O)[O-])n1)NCC1CCCO1 (configuration not stated)
  -9, -0.3, 6, 6, 0, -15, -1, -10, 23, -22, .
[16] N#Cc1ccc(OCC(=O)OCC(=O)Nc2sccc2C(N)=O)cc1
  4, 2.1, 18, -10, 4, 9, 2, -4, 1, -18, -3
[17] CC(C)Nc1nc(NC(C)C)nc(C(=O)OCCO)n1
  ., -1.9, -2, 3, 1, -20, -5, -17, 9, 14, 4
[18] CC(C)CCN1CCN(CC(c2ccccc2)c2ccccc2)CC1CCO (configuration not stated)
  -18, -2.1, 15, 13, 10, -3, 2, 2, 21, 2, -1
[19] Cc1nnc(NC(=O)CSc2nnc(C)c(=O)n2N)s1
  -3, 1.9, 23, -1, 2, -10, -3, 1, 4, -28, 0
[20] COc1cccc(-n2c(SCc3cc(=O)oc4cc(O)c(O)cc34)nc3ccccc3c2=O)c1
  -4, -1.0, -5, 37, 32, -33, -21, 4, -5, -11, 1

Following part:
The line under a structure holds: TRPM1 prom inh, iPSC survival up, KKLEB tox, Peg3 prom inh, HIF-2a inh, NR2E3 ag-2, LMP1 NFkB inh, C8 TRAIL sens, Shn3 inh set2, CF NFkB inh, NR2E3 ag-1
[21] Cc1ccc(NC(=O)Nc2ccc([N+](=O)[O-])cc2)nc1
  -29, -3.7, -10, -108, -63, -40, -27, -4, -23, 30, 1
[22] CCOC(=O)N1CCN(C(=O)CN(c2ccc(OCC)cc2)S(C)(=O)=O)CC1
  -2, -3.1, 20, 2, 18, 20, 5, 8, 2, -11, 5
[23] CC(=O)N(NC(=O)c1ccc(C)cc1)C1CC(=O)N(c2ccccc2Cl)C1=O (configuration not stated)
  -15, 0.8, 12, 11, 6, 14, -9, -8, -10, -16, -2
[24] CC1CCC/C(=N\NC(=O)COc2ccccc2Cl)C1 (configuration not stated)
  5, 4.0, 7, 5, 12, -33, 4, -11, 6, -2, 5
[25] Nc1c(C(=O)Nc2ccc3c(c2)OCCO3)nnn1Cc1ccc(Br)cc1
  -108, -0.3, -7, -340, -266, -74, -87, 12, -129, -13, 2
[26] On1nnc2ccccc21
  16, -0.4, -7, 13, 6, 14, 14, 32, 6, -11, 2
[27] CC(=O)Nc1ccc(NC(=O)C2CCCN2C(=O)Nc2ccc(F)cc2)cc1 (configuration not stated)
  0, -0.3, 20, -10, 2, 4, -1, -7, -1, -20, 2
[28] CCOC(=O)C1CCCN(C(=O)CN2C(=O)c3ccccc3S2(=O)=O)C1 (configuration not stated)
  6, 0.5, 5, -2, -13, 13, 4, -6, -17, 9, .
[29] CC1Cc2ccccc2N1C(=O)CSc1nnc(N)s1 (configuration not stated)
  8, 0.0, 23, 6, 13, 3, -7, -15, 15, -16, 2
[30] O=C(NC1CCCCC1)C1CCN(C(=O)c2ccc(-c3ccccc3)cc2)CC1
  1, -0.4, -5, 4, 11, -13, 12, 14, 4, 3, 2

Later entries.
The line under a structure holds: TRPM1 prom inh, iPSC survival up, KKLEB tox, Peg3 prom inh, HIF-2a inh, NR2E3 ag-2, LMP1 NFkB inh, C8 TRAIL sens, Shn3 inh set2, CF NFkB inh, NR2E3 ag-1
[31] O=C(COc1ccccc1Cl)Nc1ccc(Cl)cn1
  -45, -2.2, -8, -260, -193, -67, -26, 50*, -87, 6, -3
[32] COc1ccc(NC(=O)n2ncc3cc(Cl)ccc32)cc1OC
  -67, -0.5, 1, -201, -210, -75, -17, -19, -1, 8, -1
[33] CC1CCN(c2ncnc3nc[nH]c23)CC1
  -12, 4.7, -4, -1, 5, 7, 0, 7, -2, 1, -1
[34] Oc1ccccc1-c1nc(NC2CCCC2)c2ccccc2n1
  18, 0.5, 0, 11, 33, -3, -19, -28, 11, -7, 1
[35] CCn1cc(C(=O)N[C@@H](CCSC)C(=O)NCCCN2CCOCC2)c(=O)c2cc3c(cc21)OCO3
  2, -0.2, 4, -8, -1, -6, 6, -6, -23, 3, 0
[36] COc1ccccc1NS(=O)(=O)c1cc(NC(=O)C(C)(C)C)ccc1N1CCOCC1
  -1, -0.1, -9, 13, 7, 18, -2, -1, 6, 4, -2
[37] NC(Cc1ccccc1)c1csc(Nc2ccc(C(=O)NCCCO)cn2)n1 (configuration not stated)
  ., 0.9, 1, 1, 8, -12, ., 17, 7, 1, .
[38] O=C(NC1CCCC1)c1cccc(Cn2cc([N+](=O)[O-])cn2)c1
  -2, -1.7, 0, 21, 7, -15, 9, -1, 6, -1, 3
[39] Cc1nc(C(C)NC(=O)CCc2nnc(-c3ccsc3)o2)cs1 (configuration not stated)
  -1, 1.6, 12, -20, -29, -32, -3, 14, -18, -33, 1
[40] COc1ccc(/C(O)=C2/C(=O)C(=O)N(CCN3CCOCC3)C2c2ccccn2)cc1 (configuration not stated)
  -2, -0.9, 3, -41, -75, -84, -6, -2, -91, 2, -1

Other records follow.
The line under a structure holds: TRPM1 prom inh, iPSC survival up, KKLEB tox, Peg3 prom inh, HIF-2a inh, NR2E3 ag-2, LMP1 NFkB inh, C8 TRAIL sens, Shn3 inh set2, CF NFkB inh, NR2E3 ag-1
[41] O=c1c2ccccc2oc2ccc(-c3ccc4cc[nH]c4c3)cc12
  -101, -0.5, -15, -335, -151, -119, -61, 53*, 2, -40, .
[42] COc1ccccc1C1NC=C([N+](=O)[O-])C=C1[N+](=O)[O-] (configuration not stated)
  7, -0.5, -12, 24, -1, -15, 1, 4, -17, 19, -2
[43] Cc1cc(NC(=O)c2cccc(F)c2)no1
  -35, 3.2, -8, -64, -87, -31, -22, -4, -25, 10, -2
[44] COc1ccc2nc(NC(=O)CN3CCOCC3)sc2c1
  -42, -1.2, 1, -41, -82, -51, 2, 0, -30, 1, -1
[45] C/C=C(/C)C(=O)O[C@H]1[C@@H](O)c2c(ccc3ccc(=O)oc23)OC1(C)C
  5, 6.3, 14, 2, -13, 9, -1, -3, -4, 3, 2
[46] C[C@H]1C(=O)N(C)CCN1C(=O)c1cccc(OC2CCN(CC(C)(C)C)CC2)c1
  -16, -0.3, 0, -1, 8, 20, 8, -3, -4, 9, 1
[47] CC1(C)CC(=O)c2c(Cc3ccccc3)n[nH]c2C1
  0, 0.0, 1, -8, 9, -7, 6, -1, 9, -2, 1
[48] CCCCN(C(=O)c1ccc(S(=O)(=O)N2CCC(C)CC2)cc1)C1CCS(=O)(=O)C1 (configuration not stated)
  9, -0.5, -10, 17, 14, -21, -1, 4, 15, 1, -4
[49] CN(C)CCNC(=S)Nc1ccc(Cl)cc1Cl
  -23, -0.2, -9, -59, -41, -26, -13, 1, 10, 27, -1
[50] O=C(c1cc2ccccc2s1)N1CCN(c2ccccn2)CC1
  -2, -0.2, 8, -16, -22, -1, 2, 21, -13, -10, 0

(cont.)
The line under a structure holds: TRPM1 prom inh, iPSC survival up, KKLEB tox, Peg3 prom inh, HIF-2a inh, NR2E3 ag-2, LMP1 NFkB inh, C8 TRAIL sens, Shn3 inh set2, CF NFkB inh, NR2E3 ag-1
[51] CCc1nc2ccc(C(=O)NCCNC(C)=O)cn2c1N(CC)Cc1cccc(Br)c1
  ., -2.7, 13, 5, 14, -17, ., -1, -13, -3, .
[52] NS(=O)(=O)c1cccc(NC(=O)CN2CCN(Cc3ccc4c(c3)OCO4)CC2)c1
  11, 8.5, 0, 11, 20, 11, 0, -5, 16, 9, 3
[53] COc1cc(/C=C/C(=O)O)cc(S(=O)(=O)N2CCCc3ccccc32)c1OC
  -4, 0.8, -9, 4, 9, -10, 0, 3, 4, 1, -2
[54] CCOc1ccc(-n2nc3cc(C)c(N)cc3n2)cc1
  -11, -0.6, -11, -215, -174, -139, -18, 59*, -26, -20, -1
[55] CCOc1ccc(/C=C2\SC(=S)N(CCC(=O)Nc3ccccc3C(=O)O)C2=O)cc1
  -3, -0.5, 7, -74, -14, -13, 2, 9, 4, 10, -3
[56] COc1ccccc1C(=O)Nc1ccccc1SC
  -10, 1.6, -9, -47, -102, 18, 3, 8, -14, -8, 1

This is a subset; the hit share may differ from the screen's.
